Screening data: PubChem BioAssay, National Center for Advancing Translational Sciences (NCATS)
FUS yeast rescue: suppressors of FUS proteinopathy in yeast. AID 1347120. Potency, µM (doses to about 76.6 µM), for inactives: at the top dose growth rescue (activation), usual class: activators. S. cerevisiae FUS-expressing, growth rescue, OD600, 24 h. actives 0.24% (n = 390,000);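 further: plate controls were DMSO vehicle for no effect and reference control for full effect; nearly all actives have a fitted effect of over 55% in size; some results filed as inactive show a strong effect at the top dose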
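FUS-expressing yeast, raffinose-pregrown, induced in 2% galactose minimal medium at OD 0.005; compounds in a dilution series, 24hr at 30C. Growth restoration read as absorbance at 600 nm. CP55940 positive control, DMSO negative.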
Abeta rescue: A-beta toxicity reversal in yeast; Potency, µM (doses to about 46.1 µM), inactives show at the top dose growth rescue, most hits filed as activators; actives 0.063% (n = 410,000); yeast expressing A-beta42, growth rescue, OD600, 48 h; response scale: 0% DMSO, 100% iron-clioquinol control; AID 1347071; further: nearly all actives have a fitted effect of over 55% in size
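Yeast A-beta toxicity model in growth medium with pinned compounds, 48 h at 30 C; growth read as absorbance at 600 nm. Normalized to FeCl3/clioquinol equimolar mix (positive) and DMSO (negative).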
Starred values were filed as active, the others as inactive; ? = inconclusive; [ ] = remark or other dose. The call rests on the fitted dose curve; in most records, active means well fitted activation curve with a large enough effect; inconclusive means small, poorly fitted or top-dose-only effect; inactive means no such curve, though single readings can be large or run the other way. Potency means the concentration at half of the fitted maximal effect.

SMILES | FUS yeast rescue | Abeta rescue
Cc1cccc(CN2C(=O)c3ccccc3S(=O)(=O)c3ccc(C(=O)OCC4CCCO4)cc32)c1 (stereo not drawn) | 30% | -10%
CC1=C(C(=O)Nc2cccnc2)C(c2ccc(C)cc2)n2nc(SCc3ccccc3F)nc2N1 (stereo not drawn) | -2% | -17%
CCOc1ccc(S(=O)(=O)NCCc2csc(-c3ccc(Cl)cc3)n2)cc1 | ? | -14%
Cc1sc2ncn(CC(=O)N3CCN(c4ccccc4F)CC3)c(=O)c2c1S(=O)(=O)N1CCC(C)CC1 | -18% | -10%
CCC(C)NC(=O)Cn1c(=O)c2cccn2c2ccc(F)cc21 (stereo not drawn) | -5% | -19%
COc1ccc(OC)c(-c2nnc3n(Cc4ccc(C)cc4)c(=O)c4ccccc4n23)c1 | 18% | -5%
COc1ccc(C(=O)Nc2nnc(SCc3cc(=O)n4cccc(C)c4n3)s2)cc1 | 5% | -10%
Cc1ccccc1NC(=O)CSc1nc2ccc(NC(=O)c3ccco3)cc2s1 | ? | -10%
COc1ccc(CN(Cc2ccco2)C(=O)COc2ccccc2OC)cc1 | 31% | 2%
CCOC(=O)c1c(-c2ccc(OC)cc2)oc2ccc(OCc3ccc(Br)cc3)cc12 | 3% | -22%
CCOC(=O)c1ccc(NC(=O)C2=C(C)C(=O)OC23CCN(C(C)=O)CC3)cc1 | 6% | -15%
O=C(c1cccc(Cl)c1)N(Cc1cccc(F)c1)C1CCS(=O)(=O)C1 (stereo not drawn) | 3% | -8%
COc1ccc(C2c3c(oc4ccc(Cl)cc4c3=O)C(=O)N2CCCN(C)C)cc1OC (stereo not drawn) | -2% | 3%
COc1ccc(Cl)cc1CNCCSc1nnnn1C | -7% | 3%
Cc1cccc(-n2c3nc(=O)n(C)c(=O)c-3cc3c(C)nn(-c4ccccc4)c32)c1C | -18% | -2%
COc1cccc(N2CCN(C(=O)c3c(C)oc4ncnc(N5CCOCC5)c34)CC2)c1 | 22% | -7%
CCOc1ccccc1NC(=O)Cc1csc(COc2cccc(C)c2)n1 | 14% | 11%
Cc1cccc(S(=O)(=O)c2cn(C)c3cc(N4CCN(c5ccc(F)cc5)CC4)c(F)cc3c2=O)c1 | 5% | -15%
CCC(=O)N1CCc2cc(S(=O)(=O)NC(C(=O)NCCc3ccccc3)C(C)C)ccc21 (stereo not drawn) | -27% | -26%
COc1ccc(-c2cn3nc(N4CCC(C(=O)NCc5ccccc5F)CC4)sc3n2)cc1 | -1% | -14%
COc1ccc(Cn2c(=O)c3ccccc3n3c(-c4ccc(C)cc4)nnc23)cc1 | -11% | -11%
COc1ccc(-c2nc(CN3CCC(C(=O)NCCN(CC(C)C)CC(C)C)CC3)c(C)o2)cc1OC | 19% | -18%
CCCCOc1ccc(C(=O)Nc2ccc3oc(-c4cccnc4)nc3c2)cc1 | -12% | -13%
CCc1ccc(NC(=O)Cn2nc(C(F)(F)F)c3c2CCCC3)cc1 | -11% | 10%

Profiles, looked up by structure. Screens in order: FUS yeast rescue | Abeta rescue
COc1cccc(N2CCN(C(=O)c3c(C)oc4ncnc(N5CCOCC5)c34)CC2)c1 is entered as 22% | -7%
CCOc1ccc(S(=O)(=O)NCCc2csc(-c3ccc(Cl)cc3)n2)cc1 is entered as ? | -14%
Cc1cccc(S(=O)(=O)c2cn(C)c3cc(N4CCN(c5ccc(F)cc5)CC4)c(F)cc3c2=O)c1 is entered as 5% | -15%

Other records:
SMILES | FUS yeast rescue | Abeta rescue
Cc1cc2c(cc3c(SCc4nc(-c5ccccc5)oc4C)nnc(C)n32)o1 | 6% | -8%
Cc1c(C(=O)N(C)C)sc2c1c(=O)n(-c1ccc(Cl)c(Cl)c1)c(=O)n2CC(=O)N1CCCCC1C (stereo not drawn) | 31% | 3%
Cc1ccc(Nc2sc(C(=O)c3ccc(F)cc3)c(N)c2S(=O)(=O)c2ccc(C)cc2)cc1 | 32% | -6%
COc1cccc(/C=C/c2nc(C#N)c(N3CCCCCC3)o2)c1 | ? | -8%
COc1cccc(/C=C/C(=O)Nc2ccc3nc(N4CCN(C)CC4)cc(C)c3c2)c1OC | 10% | -9%
COc1ccc(Cl)cc1NC(=O)c1nnn(Cc2cccc(C(F)(F)F)c2)c1N | 11% | -12%
COc1ccc2c(CNCc3ccco3)c(C(=O)O)n(Cc3ccccc3)c2c1 | 23% | -9%
CCc1ccc(C(=O)c2cnc3ccc(C)cc3c2S(=O)(=O)c2ccc(OC)cc2)cc1 | 39% | -10%
COc1cccc(N2CCN(C(=O)Cn3c(-c4cccs4)cc4ccccc43)CC2)c1 | 40% | 12%
COc1ccc(N(CC(=O)NC(C)c2ccccc2)S(=O)(=O)c2c(C)nn(C)c2C)cc1 (stereo not drawn) | 27% | 0%
CCOc1ccccc1NC(=O)c1cc2cc3cc(C)ccc3nc2s1 | -12% | -3%
Cc1ccccc1CNc1nc(N(C)C)nc2c1cnn2C | 28% | 4%
CCN(CCCNC(=O)c1cc(Nc2ccc(OC)cc2OC)nc2ccccc12)c1cccc(C)c1 | ? | -8%
Cc1ccc(-n2nc(C(=O)NCCc3cccc(C)c3)c3c4ccccc4n(C)c3c2=O)cc1 | -1% | -11%
CCOC(=O)c1ccccc1NC(=O)N1CCN2CCCCC2C1 (stereo not drawn) | 6% | -12%
CC1=Nc2cc(C(=O)NC3CCCC3)ccc2Sc2ccc(Br)cc21 | 18% | -50%[inhibitor]
CCOC(=O)c1ccc(NC(=O)c2noc3c2CCCC3)cc1 | -20% | -24%
CCc1cccc(NC(=O)CSc2ncc3c(n2)-c2ccc(Cl)cc2N(Cc2ccccc2)S3(=O)=O)c1 | 8% | -14%
COc1cccc2c1ncc1c(-c3ccc(C)cc3)nn(-c3cccc([N+](=O)[O-])c3)c12 | 7% | -9%
CN(Cc1ccccc1)C(=O)Nc1ccc2c(c1)N(C)C(=O)c1ccccc1S2 | 1% | -1%
CCc1ccccc1N1CC(c2nc3ccccc3n2CCC2CCCCC2)CC1=O (stereo not drawn) | ? | -29%
CCOc1ccc(CC(=O)NCCc2csc(-c3ccc(Cl)cc3)n2)cc1 | -14% | -8%
CC1=C(c2ccc(C(C)C)cc2)S(=O)(=O)N=C1N1CCC(C(=O)NCc2ccc(C)o2)CC1 | -5% | 1%
O=C(Nc1ccc2oc(-c3ccncc3)nc2c1)c1ccccc1Cl | 6% | 8%

Reprinted at random: six records from the list.
SMILES | FUS yeast rescue | Abeta rescue
CCc1ccccc1N1CC(c2nc3ccccc3n2CCC2CCCCC2)CC1=O (stereo not drawn) | ? | -29%
CC1=C(c2ccc(C(C)C)cc2)S(=O)(=O)N=C1N1CCC(C(=O)NCc2ccc(C)o2)CC1 | -5% | 1%
CC1=Nc2cc(C(=O)NC3CCCC3)ccc2Sc2ccc(Br)cc21 | 18% | -50%[inhibitor]
CN(Cc1ccccc1)C(=O)Nc1ccc2c(c1)N(C)C(=O)c1ccccc1S2 | 1% | -1%
CCOC(=O)c1ccccc1NC(=O)N1CCN2CCCCC2C1 (stereo not drawn) | 6% | -12%
CCc1cccc(NC(=O)CSc2ncc3c(n2)-c2ccc(Cl)cc2N(Cc2ccccc2)S3(=O)=O)c1 | 8% | -14%

Next part:
SMILES | FUS yeast rescue | Abeta rescue
O=C(Cn1c(SCc2ccccc2F)nc2cccnc21)Nc1ccc(F)c(Cl)c1 | 42% | -3%
COc1ccc2oc(=O)c(-c3csc(-c4ccc(Br)cc4)n3)cc2c1 | -13% | -5%
CCc1ccccc1N1C(=O)N(Cc2ccccc2C)c2ccccc2S1(=O)=O | 23% | -7%
O=C(CCn1c(=O)c2sccc2n(CC(=O)Nc2ccccc2)c1=O)NCc1ccccc1Cl | -17% | -6%
Cc1ccc(CN(C(=O)COc2ccc([N+](=O)[O-])cc2)c2ccccn2)o1 | 9% | -9%
CCOc1ccc(NC(=O)NCc2c(-n3cccc3)sc3c2CCCC3)cc1 | -17% | 4%
CCOC(=O)c1c(C)oc2nc(C)nc(Nc3ccc(C)c(Cl)c3)c12 | 0% | -22%
COC(=O)c1ccc(NC(=O)C(=O)NCCc2csc(-c3ccc(C(F)(F)F)cc3)n2)cc1 | -5% | -10%
O=C(Nc1cc(C(F)(F)F)ccc1Cl)c1nc2ccccc2nc1N1CCCCC1 | -8% | 5%
Cn1c(=O)n(-c2ccc3c(c2)OCO3)c2nc(-c3ccc(Cl)cc3)nc(C(N)=O)c21 | -7% | -13%
O=C(CSc1ccccc1)N1CCc2c([nH]c3ccccc23)C1c1ccc(Cl)cc1 (stereo not drawn) | 13% | 17%
CCOc1cccc(C2c3[nH]c4ccccc4c3CCN2C(=O)CCc2ccccc2)c1 (stereo not drawn) | 6% | -6%
CC1CCN(S(=O)(=O)c2cn(CC(=O)Nc3ccc(F)c(Cl)c3)c(=O)c3ccccc23)CC1 | 22% | 3%
O=C(NCc1ccccc1Cl)C1CCN(S(=O)(=O)c2ccc3c(c2)CCCN3C(=O)C2CCC2)CC1 | ? | -16%
CC1(C)O[C@H]2[C@@H](O1)[C@@H](C(=O)Nc1ccccc1O)O[C@@H]1OC(C)(C)O[C@@H]12 | -6% | -7%
CC1=C(c2ccc(C)c(C)c2)S(=O)(=O)N=C1N1CCC(C(=O)NC(C)Cc2ccco2)CC1 (stereo not drawn) | 0% | -4%
Cc1cccc(-c2nc3scc(CCNC(=O)c4ccccc4Cl)n3n2)c1 | 30% | -27%
Cc1cccc(NC(=O)Cn2c(=O)n(Cc3ccc4c(c3)OCO4)c(=O)c3oc4ccccc4c32)c1C | -24% | 9%
Cn1c(=O)c(=O)n(C)c2cc(NC(=O)c3cccc(F)c3)c(Cl)cc21 | -17% | -4%
Cc1ccc(C2=NN(CC(=O)NCCc3ccc(Cl)cc3)C(=O)CC2)cc1 | 34% | 18%
Cc1ccc(S(=O)(=O)N(CC(=O)Nc2ccc3c(c2)OCO3)c2cc(Cl)cc(Cl)c2)cc1 | 11% | -13%
O=C(Cn1ncc2c(=O)oc3ccccc3c21)N1CCN(c2ccc(Cl)cc2)CC1 | -26% | -7%
Cc1cccc(NC(=O)CN2C(=O)CCc3ccccc32)c1C | 11% | 4%
Cc1ccc(C)c(Cn2c3ccccc3c3cnn(CC(=O)NC(C)c4ccccc4)c(=O)c32)c1 (stereo not drawn) | -11% | -14%
CCOc1ccc(NC(=O)Cn2cc(C(=O)c3ccc(C)cc3)c(=O)c3cc4c(cc32)OCCO4)cc1 | -17% | -8%
CCOC(=O)c1c(NC(=O)COc2ccc(F)cc2)sc2c1CCC(C)C2 (stereo not drawn) | 10% | -19%
CCOc1ccc(NC(=O)c2oc3ccccc3c2NC(=O)c2c(F)cccc2F)cc1 | 17% | 3%
CCn1ccc2cc(S(=O)(=O)N3CCC(C(=O)NCCOC)CC3)ccc21 | -12% | 3%
CCOc1ccc(OCC)c(NS(=O)(=O)c2cc(-c3onc(C)c3C)ccc2OC)c1 | 17% | -2%
COc1cc2ccccc2cc1C(=O)Nc1cccc(-c2nc3cc(C)c(C)cc3o2)c1C | 8% | -18%
COC(=O)c1ccc(-n2c(/C=C\c3cccc(Br)c3)nc3ccccc3c2=O)cc1 | -5% | -10%
CCOc1ccc(NC(=O)CSc2nc3ccsc3c(=O)n2CC)cc1 | -3% | -5%
COc1cccc(Cn2c(=O)n(-c3ccccc3C)c(=O)c3c2c2cc(C)ccc2n3C)c1 | 23% | -12%
Cc1c(-c2nnc(SCC(=O)Nc3ccc(Cl)cc3)o2)nnn1-c1ccc(F)cc1 | 17% | -12%
COc1cc(OC)c(OC)cc1CNc1sc2c(c1C(=O)Nc1ccccc1OC)CCC2 | ? | -6%
CC(=O)OCc1cnc(C)c2oc(=O)c(C(=O)Nc3cc(F)ccc3C)cc12 | -19% | -3%
Cn1c(SCC(=O)N2CCOCC2)ncc(C(=O)Nc2ccc(F)cc2)c1=O | -14% | -3%
CCCCc1nn2c(=O)cc(COC(=O)c3ccc(NC(=O)c4cccc(OC)c4)cc3)nc2s1 | -14% | -5%
CCOC(=O)c1c(S(=O)(=O)N2CCC(C(=O)N3CCN(c4cc(C)ccc4C)CC3)CC2)c(C)n(C)c1C | ? | 4%
CC1=C(C(=O)Nc2ccc(C)cc2Cl)C2(CCCCC2)OC1=O | 17% | -30%
O=C(CSc1nccn1-c1ccc(Cl)cc1)Nc1ccc(Cl)c(Cl)c1 | -16% | 9%
Cc1ccc2c(c1)cc(C(=O)NCc1ccc(F)cc1)n2C | -14% | 9%
Cc1ccc(Cl)cc1NC(=O)CN1C(=O)C(C)(C)c2cc(S(=O)(=O)N3CCCCC3)ccc21 | 34% | -20%
Cc1ccccc1OCC(=O)Nc1ccccc1C(=O)OCc1cc(=O)n2c(C)csc2n1 | 13% | -8%
CCOCCc1nn2c(=O)cc(COC(=O)c3ccccc3NC(=O)c3ccccc3F)nc2s1 | 8% | 1%
COc1ccccc1C(=O)Nc1ccccc1OCc1cc(=O)n2ccccc2n1 | -21% | -12%
CN1CCN(C(CNC(=O)c2c(F)cccc2F)c2ccc3c(c2)OCO3)CC1 (stereo not drawn) | 9% | -3%
CCOc1ccc2nc(N3CCCC(C(=O)NCCCOC)C3)sc2c1 (stereo not drawn) | 19% | 4%
COc1ccccc1N1CCN(C(c2ccccc2)c2nnc(-c3ccccc3Cl)o2)CC1 (stereo not drawn) | ? | -7%
CC1=C(C(=O)Nc2ccccc2)C(C(C)C)n2nc(SCc3ccccc3C)nc2N1 (stereo not drawn) | -4% | -7%

These rows are one share of the data, so the mix of outcomes need not match the whole.
